Source: PubChem
CHRM5 antagonist = human M5 muscarinic receptor antagonists, primary screen, CHO cells, Fluo-8 calcium fluorescence; Muscarinic acetylcholine receptor M5 (Homo sapiens), P08912; CHO-hM5 cells, ACh EC80; 360,000 tested, 0.59% active; inhibition, % at 3 µM;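 active = inhibition above a per-plate cutoff, the mean of that plate's test compounds plus 3 SD, cut at about 27% in these data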;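 note: 0% = acetylcholine EC80 with DMSO and 100% = DMSO without agonist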
M5 ag = human M5 muscarinic receptor agonists, primary screen, CHO-K1 cells, Fluo-8 calcium fluorescence | Muscarinic acetylcholine receptor M5 (Homo sapiens), P08912 | CHO-K1 hM5 cells; 0% DMSO wells, 100% maximal acetylcholine response | activation, % at 3 µM | 360,000 tested, 0.19% active;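 active = activation above the run's mean over test compounds plus 3 SD, cut at about 23% in these data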;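 note: signal is peak over basal fluorescence ratio across the kinetic read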
CHRM4 PAM = human M4 muscarinic receptor positive allosteric modulators, primary screen, CHO-K1 cells, Fluo-8 calcium fluorescence | 360,000 tested, 0.4% active | CHO-K1 hM4/Gqi5, ACh EC20; 0% = ACh EC20, 100% = maximal ACh | activation, % at 3 µM | AID 624126, 2012;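 active = activation above its plate's cutoff, the mean activation of sample wells plus 3 SD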; note: some results filed as inactive read as strong as hits
CRFBP-R2 agonist = agonists of CRF-BP/CRF-R2 complex, primary screen, cell-based, HEK293, calcium dye fluorescence, uHTS; CRF-binding protein / CRF receptor 2 complex (human); calcium dye fluorescence (FLIPR); percent of saturating CRF peptide response; activation, % at 13.2 µM; 350,000 tested, 0.46% active;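 active = activation of at least 50%, plus an integration ratio under a set limit after plate pattern correction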;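 note: plate controls were neutral control wells without compound for no effect and CRF at EC100 for full effect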
M4 antag = human M4 muscarinic receptor antagonists, primary screen, CHO cells, Fluo-8 calcium fluorescence; 360,000 tested, 0.73% active; inhibition, % at 3 µM; CHO-hM4 cells, ACh EC80; Muscarinic acetylcholine receptor M4 (Homo sapiens), P08173;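 active = inhibition above its plate's cutoff, the mean inhibition of sample wells plus 3 SD, cut at about 27% in these data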;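 note: 0% = acetylcholine EC80 with DMSO and 100% = DMSO without agonist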
IDE inh = human IDE inhibitors in live cells, primary screen, fluorescence polarization, HEK cells, FAbetaB substrate. AID 434962, 2010. Insulin-degrading enzyme (Homo sapiens), P14735. inhibition, % at 5.59 µM. FAbetaB cleavage. 320,000 tested, 0.41% active;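 active = percent inhibition above the average of all tested compounds plus 3 SD, set per screening campaign, cut at about 16% in these data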;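 note: IDE supplied by intact live HEK cells; FP after avidin binding of uncleaved biotin substrate so inhibition keeps polarization high; 0% = DMSO wells and 100% = 60 µM reference IDE inhibitor Ii1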
Target sequence (P14735 whole entry, looked up): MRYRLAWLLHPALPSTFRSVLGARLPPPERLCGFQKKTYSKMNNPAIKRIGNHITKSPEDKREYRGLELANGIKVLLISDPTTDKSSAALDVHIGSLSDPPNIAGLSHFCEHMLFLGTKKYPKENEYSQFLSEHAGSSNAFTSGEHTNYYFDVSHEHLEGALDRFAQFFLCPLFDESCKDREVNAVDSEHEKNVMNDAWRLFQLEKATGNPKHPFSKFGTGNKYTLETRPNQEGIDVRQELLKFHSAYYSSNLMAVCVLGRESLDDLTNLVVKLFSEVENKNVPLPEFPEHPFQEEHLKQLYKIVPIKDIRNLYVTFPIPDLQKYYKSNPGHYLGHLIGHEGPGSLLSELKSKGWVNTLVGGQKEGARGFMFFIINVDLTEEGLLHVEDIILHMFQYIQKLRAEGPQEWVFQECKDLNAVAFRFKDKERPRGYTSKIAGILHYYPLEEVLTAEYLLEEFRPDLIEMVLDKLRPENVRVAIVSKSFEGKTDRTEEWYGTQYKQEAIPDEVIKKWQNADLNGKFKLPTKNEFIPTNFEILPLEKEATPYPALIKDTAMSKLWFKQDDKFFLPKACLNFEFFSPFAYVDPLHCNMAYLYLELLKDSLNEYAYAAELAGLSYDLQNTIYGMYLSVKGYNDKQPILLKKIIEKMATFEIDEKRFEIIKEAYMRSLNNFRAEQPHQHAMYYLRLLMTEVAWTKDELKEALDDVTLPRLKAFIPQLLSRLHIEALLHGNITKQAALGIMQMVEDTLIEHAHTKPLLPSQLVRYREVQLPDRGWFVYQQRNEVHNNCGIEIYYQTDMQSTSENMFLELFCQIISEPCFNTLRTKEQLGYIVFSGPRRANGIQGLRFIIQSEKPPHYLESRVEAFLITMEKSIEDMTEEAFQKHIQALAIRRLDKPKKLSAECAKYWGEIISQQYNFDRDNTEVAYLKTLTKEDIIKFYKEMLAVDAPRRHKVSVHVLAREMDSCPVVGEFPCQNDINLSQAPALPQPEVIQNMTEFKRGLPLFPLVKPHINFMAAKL
CRFBP-R2 block = antagonists of CRF-BP/CRF-R2 complex, primary screen, cell-based, HEK293, calcium dye fluorescence, uHTS. CRF-induced calcium fluorescence. inhibition, % at 11.8 µM. 350,000 tested, 0.59% active. AID 588475, 2011;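 active = inhibition of the ligand-induced calcium signal above about 50% at the single tested concentration, limit read from the data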
M4 ag = human M4 muscarinic receptor agonists, primary screen, CHO-K1 cells, Fluo-8 calcium fluorescence. Muscarinic acetylcholine receptor M4 (Homo sapiens), P08173. CHO-K1 hM4/Gqi5; vehicle 0%, full acetylcholine response 100%. activation, % at 3 µM. 360,000 tested, 0.14% active;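 active = activation above the run mean over all test wells plus 3 SD, cut at about 32% in these data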;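 note: peak over basal fluorescence ratio per well then scaled between controls; 0% = DMSO wells and 100% = acetylcholine at EC100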
CHRM5 PAM = human M5 muscarinic receptor positive allosteric modulators, primary screen, CHO-K1 cells, Fluo-8 calcium fluorescence | Muscarinic acetylcholine receptor M5 (Homo sapiens), P08912 | CHO-K1 hM5, ACh EC20 PAM; 0% = ACh EC20, 100% = ACh EC100 | activation, % at 3 µM | 360,000 tested, 0.3% active | AID 624038, 2012;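 active = activation above the run cutoff, the mean activation of all test compounds plus 3 SD, cut at about 18% in these data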
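Replicates: One well per compound, no replicates | System: Human M5 receptor in CHO-K1 cells | Benchmarks: Low control EC20 acetylcholine (0%), high control EC100 acetylcholine (100%) | Probe or stimulus: Acetylcholine, EC20 level | Times: Fluo-8 loading 80 min at 37 °C plus 30 min room temperature | Signal: Intracellular calcium via Fluo-8 fluorescence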
* hit, by the source's call; / = no result given.

Start of the listing, in advance, 2 compounds:
nr	SMILES	CHRM5 antagonist	M5 ag	CHRM4 PAM	CRFBP-R2 agonist	M4 antag	IDE inh	CRFBP-R2 block	M4 ag	CHRM5 PAM
1	C=CCOc1ccc(/C=N/NC(=O)CN(c2cc(Cl)ccc2OC)S(=O)(=O)c2ccc(C)c([N+](=O)[O-])c2)cc1	-1	-2	-2	-1.2	-7	-5	3	0	-3
2	COc1ccccc1C(CNC(=O)c1cccc(S(=O)(=O)Nc2ccc(F)cc2)c1)N(C)C (stereo not given)	98*	-10	-15	2.0	49*	-4	-6	2	-42

Results, from the start:
nr	SMILES	CHRM5 antagonist	M5 ag	CHRM4 PAM	CRFBP-R2 agonist	M4 antag	IDE inh	CRFBP-R2 block	M4 ag	CHRM5 PAM
1	C=CCOc1ccc(/C=N/NC(=O)CN(c2cc(Cl)ccc2OC)S(=O)(=O)c2ccc(C)c([N+](=O)[O-])c2)cc1	-1	-2	-2	-1.2	-7	-5	3	0	-3
2	COc1ccccc1C(CNC(=O)c1cccc(S(=O)(=O)Nc2ccc(F)cc2)c1)N(C)C (stereo not given)	98*	-10	-15	2.0	49*	-4	-6	2	-42
3	Cc1oc(-c2ccccc2F)nc1CS(=O)CC(=O)NC1CC1 (stereo not given)	18	-2	-1	1.4	3	-1	-5	0	-6
4	Cc1ccc(Cc2c(-c3ccco3)nc3c(C)cc(Br)cn23)cc1	3	5	-5	/	23	/	/	-1	1
5	Cc1ccc(C)c(C(=O)Nc2cc(C)nn2-c2nc(C)cc(C)n2)c1	1	4	3	-3.8	-5	4	-13	3	7
6	OCCN(Cc1nc(-c2ccc3c(c2)OCO3)no1)Cc1cccs1	5	0	-7	-1.6	-9	-1	-8	2	2
7	O=C(CN(C(=O)c1ccc(Cl)cc1Cl)N1C(=O)C2C3C=CC(C3)C2C1=O)c1ccc(F)cc1 (stereo not given)	-5	1	8	-1.0	-2	6	-35	3	-1
8	O=C(N/N=C/c1ccccn1)c1cc(-c2ccc(Br)s2)[nH]n1	12	-3	-8	-1.3	0	3	1	9	-12
9	Cc1nc(-c2ccc(C(=O)N3CCCC3)cc2)cs1	13	4	10	-0.2	-1	9	-6	6	0
10	CCCCOc1ccc(-c2ncc([N+](=O)[O-])cn2)cc1	3	3	5	0.6	-6	4	-11	1	-5
11	c1ccc(-n2nnnc2SCc2cn3cccnc3n2)cc1	-2	1	7	-0.7	-7	0	2	2	-1
12	COc1ccc(C)cc1NC(=O)c1cccc(C(=O)Nc2cc(C)ccc2OC)n1	21	-1	3	1.8	-3	-3	3	1	-6
13	COc1cc(CNCc2cccs2)cc(Br)c1OC	-5	-5	3	2.4	-14	1	4	0	2
14	CC(C)CC(=O)NC(=S)Nc1ccc(N2CCN(C(=O)c3cccs3)CC2)cc1	19	4	-21	0.6	11	2	4	10	-18
15	CCOC(=O)N/N=C(C)/C=C/c1ccccc1	-7	0	-1	2.1	2	0	-6	0	1
16	O=C(Nc1ccccc1Cl)C1C2CCC3C(CCC21)C3(Cl)Cl (stereo not given)	4	-1	0	-1.1	-1	-3	-23	-1	-2
17	CC#CCCCC(=O)Nc1cc(OC)nc(OC)n1	9	-4	5	-1.6	2	5	-15	-1	-7
18	O=C(CSc1nccn1-c1ccccc1)c1ccc(Br)cc1	1	-7	8	-3.0	-19	-1	21	2	-1
19	CN(C)S(=O)(=O)c1cccc(COC(=O)Cc2c(F)cccc2Cl)c1	12	-1	-5	0.3	-1	4	30	12	-6
20	CN(CC(=O)NCCCn1ccnc1)S(=O)(=O)c1ccc(Cl)cc1	13	-3	1	0.1	-4	-1	3	0	-12
21	Cc1ccc(C(=O)Nc2ccccc2C(=O)NCc2cccnc2)cc1	16	0	-2	2.4	10	-4	-20	6	-9
22	Cn1ccnc1C1CCCCN1Cc1nc(Cc2cccc(C(F)(F)F)c2)no1 (stereo not given)	-5	-11	-21	-1.1	39*	5	-13	3	-15
23	COCCCNc1ccn2nc(-c3ccc(OCc4ccccc4)cc3)cc2n1	10	2	-6	/	16	/	/	15	-6
24	CNc1oc(-c2ccccc2F)nc1S(=O)(=O)c1ccc(C)cc1	9	-6	7	-2.6	-2	0	-13	0	-3
25	Cc1ccc(-c2nc(CSCC(=O)NCCCN3CCOCC3)c(C)o2)cc1	2	-7	13	0.8	-2	3	0	-2	0
26	CCOc1ccc(S(=O)(=O)NC2=NCCCCC2)cc1	1	0	4	-2.0	3	-3	8	2	1
27	CN(CC(=O)Nc1ccccc1Cl)C(=O)COC(=O)c1ccc(-c2ccc(O)cc2)cc1	0	8	-3	0.5	4	10	10	3	0
28	CC/C(=N\NC(=O)c1nnn(-c2nonc2N)c1-c1cccs1)c1ccccc1	-14	6	1	0.4	-13	-1	-39	5	0
29	CCOc1ccc(CNC(=O)C2CCN(S(=O)(=O)N3CCCC3)CC2)cc1OC	3	0	9	2.7	0	-4	-16	1	-2
30	O=C(Nc1ccc(S(=O)(=O)N2CCOCC2)cc1)c1ccc2c(c1)OCO2	4	-1	2	3.6	-3	0	11	0	3
31	O=C1Nc2c(Br)cc(Br)c3cccc1c23	3	-1	0	-2.9	4	-4	11	0	-1
32	COCCNc1nnc(SCC(=O)NC(=O)c2ccccc2)s1	0	4	3	-0.2	-5	-1	4	0	4
33	O=C(c1cc(F)ccc1F)C1CCCN(C(=O)CCc2cnccn2)C1 (stereo not given)	-1	0	0	-2.2	-4	-1	7	1	-9
34	CCn1ccnc1[C@@H]1C[C@H]2CN(Cc3cccc(Cl)c3)C(=O)[C@]23CCCN13	-3	-5	1	2.2	-8	2	1	1	2
35	Cc1c(NC(=O)C(C)OC(=O)CNC(=O)c2ccccc2)c(=O)n(-c2ccccc2)n1C (stereo not given)	2	1	3	1.0	7	3	17	0	0
36	Cc1ccccc1C(=O)OC1CCN(C)CC1	12	-9	-8	-0.2	9	2	3	0	-20
37	CCOC(=O)N1CCN(C(=O)c2ccc(CS(=O)(=O)c3ccc(OC)cc3)o2)CC1	-7	1	1	1.4	-14	4	-4	3	-2
38	Cc1cnc(NC(=O)c2cc(S(=O)(=O)N(C)C)ccc2N2CCCC2)s1	1	-2	3	5.4	5	2	-19	0	0
39	COc1cccc(CNC(=O)Cn2ccc3cc(S(=O)(=O)N4CCCC4)ccc32)c1OC	-10	-4	2	-3.0	-3	4	-12	5	4
40	O=C(/C=C/c1ccc([N+](=O)[O-])cc1)NCCN1C(=O)S/C(=C\c2ccc(F)cc2)C1=O	6	1	-2	0.1	14	1	0	3	3
41	COc1ccc(-c2cc(C(=O)Nc3cc(C)n(Cc4ccc(Cl)cc4)n3)no2)cc1OC	10	0	6	0.8	-1	-2	-10	1	-2
42	NC(=O)C1=C[C@H](c2ccccc2)C[C@H](OCc2ccc(CO)cc2)O1	7	1	-4	-1.0	6	-4	-2	7	3
43	CN(NS(C)(=O)=O)c1ncc(C(F)(F)F)cc1Cl	1	-4	3	-2.4	1	1	2	0	-2
44	CN(CC1CCCO1)S(=O)(=O)c1ccc(C(=O)N2CCN(c3ccccc3)CC2)cc1 (stereo not given)	3	-2	2	-0.3	-11	-2	11	1	-3
45	COc1cc(CNCCN(C)C)c(Br)cc1OCC(=O)NCc1ccccc1	-5	0	11	0.0	-13	11	-4	2	-2
46	Cc1nn(C)c(C)c1S(=O)(=O)N(CC(=O)NCc1cccs1)c1ccc(C(C)C)cc1	-2	0	7	-0.4	-4	1	-2	2	-2
47	CCOC(=O)c1cnc(SCC(=O)Nc2sc(C)c(C)c2C#N)nc1N	-1	-2	1	-0.1	-8	-2	17	0	3
48	CCn1c(C)nc2cc(C(=O)NNS(=O)(=O)c3cc(Br)ccc3Br)ccc21	5	-1	-15	-1.0	2	-2	-6	2	-2
49	O=C(CN1C(=O)NC2(CCc3ccccc32)C1=O)NCc1ccccc1Cl (stereo not given)	-4	-1	-1	-0.3	4	-3	-9	1	4
50	O=C(CSC1=NC(=O)C(Cc2ccccc2)C(=O)N1)NC1CCCCC1 (stereo not given)	11	1	-6	0.2	0	-1	7	0	-2
51	CCN1C[C@@H]2[C@@H]3C(=O)N(Cc4ccccc4)C(=O)[C@@H]3[C@](CC)(C(=O)OC)N2C1=NC	3	-1	4	-1.6	1	/	-9	0	1
52	CC(=O)c1cccc(NC(=O)N2CCCC2C(=O)NCCc2ccccc2)c1 (stereo not given)	-7	-1	1	0.1	0	4	-7	0	0
53	Cc1ccc(NC(=S)NNC(=O)C2CC2c2ccc(C)cc2)cc1 (stereo not given)	7	0	10	-2.0	4	-4	9	-1	-4
54	Cc1ccc(C(=O)COc2ccccc2C(=O)Nc2ccccc2)cc1	2	1	2	8.9	-9	5	-13	1	-4
55	COc1cc(N)ccc1Cc1ccc(N)cc1OC	-2	-6	-4	-0.8	12	1	1	1	-6
56	CC(C)CN(C(=O)COc1ccc2ccc(=O)oc2c1)C1CCS(=O)(=O)C1 (stereo not given)	-8	-4	10	-0.8	-20	6	4	1	3
57	CCOc1ccc(S(=O)(=O)N2CCc3cc(OC)c(OC)cc3C2)cc1	8	-2	-2	-0.6	11	2	15	5	-10
58	O=C(CSc1nnc(-c2ccccn2)n1Cc1ccco1)c1ccc(Cl)cc1	1	-1	-4	-0.2	9	-4	7	0	-2
59	C[C@H](CO)N1C[C@H](C)[C@@H](CN(C)C(=O)NC2CCCCC2)Oc2c(cccc2N(C)C)C1=O	9	-3	17	1.0	-14	2	0	0	7
60	OCCNCc1cccc(Br)c1	-11	0	10	0.5	-13	13	14	1	14

(cont.)
nr	SMILES	CHRM5 antagonist	M5 ag	CHRM4 PAM	CRFBP-R2 agonist	M4 antag	IDE inh	CRFBP-R2 block	M4 ag	CHRM5 PAM
61	N#Cc1ccc(C(=O)N2CCN(C(=O)C3CCCO3)CC2)cc1 (stereo not given)	17	0	-2	0.0	3	-4	11	1	-7
62	O=C1CN(C(=O)COC(=O)c2ccccc2NC(=O)c2ccco2)c2ccccc2N1	9	0	-2	-0.3	-2	-1	-1	8	-14
63	C[C@H](CO)N1C[C@H](C)[C@@H](CN(C)C(=O)NC2CCCCC2)Oc2ccc(NC(=O)CCC(F)(F)F)cc2C1=O	-1	2	24*	1.6	0	9	-1	2	7
64	O=C(CSc1ccccc1)NCC1(N2CCCCC2)CCCCC1	-10	-4	6	0.2	-11	2	-5	1	3
65	CC(C)(C)c1cc(=O)[nH]c(SCc2ccccc2Cl)n1	6	-1	10	1.0	7	-2	-27	-2	-7
66	CCN(CC(=O)Nc1ccc2c(c1)OCCO2)c1ccc(S(=O)(=O)N2CCOCC2)cn1	-11	-8	4	5.4	-8	1	-16	2	-5
67	CCC(=O)Nc1ccc2c(c1)nc(CN1CCN(C(C)=O)CC1)n2C	-15	1	2	-0.5	0	-3	7	0	9
68	COc1nc(-c2ccccc2)cc(-c2ccccc2)n1	-8	-4	17	3.3	-9	-1	12	-1	-2
69	CC(C)(C)N=C(NS(=O)(=O)c1cccs1)c1ccccc1	4	-2	1	2.8	1	/	2	1	1

Down the list, quoted from above:
M4 ag for nos. 64 to 67 → 1, -2, 2, 0
